# XIAP antagonists – XIAP antagonists, biochemical, IAP family, fluorescence polarization (AID 1018); XIAP BIR domain, fluorescence polarization peptide displacement; higher % means a stronger effect; displacement, % at 20 µM; hits with a dose series show IC50 in µM; E3 ubiquitin-protein ligase XIAP (Homo sapiens); actives 0.007% (n = 200,000); in the data active = displacement above about 50%; note: a part of the inactive calls stands beside numbers as strong as those of hits
# TNAP activation fold – human TNAP enzyme activators, primary screen, biochemical, luminescent, no phosphate acceptor, uHTS (AID 1001); Alkaline phosphatase, tissue-nonspecific isozyme (Homo sapiens); actives 0.03% (n = 200,000); one-dose activation fold at 20 µM; EC50 in µM for titrated hits; purified TNAP, luminescent activation assay, no phosphate acceptor; higher activation fold means a stronger effect; in the data active = activation fold from about 3, or a potency from the dose series; inactive = the rest, 99 in 100 with activation fold below about 1.6; note: many of its hits are not listed in these tables
# PMI inhibition – human PMI inhibitors, high substrate, primary screen, biochemical, fluorescence intensity, high mannose 6-phosphate (AID 1220). Mannose-6-phosphate isomerase (Homo sapiens). recombinant PMI enzyme, coupled fluorescence intensity; higher % means a stronger effect. one-dose inhibition, % at 20 µM; IC50 in µM for titrated hits. actives 0.66% (n = 190,000)
# PMI inhibitors – inhibitors of human PMI, primary screen, biochemical, fluorescence intensity, coupled assay (AID 1209). Mannose-6-phosphate isomerase (Homo sapiens). purified PMI enzyme, coupled fluorescence intensity; higher % means a stronger effect. inhibition, % at 20 µM; hits with a dose series show IC50 in µM. actives 0.42% (n = 190,000);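 note: plate controls were DMSO vehicle for no effect and wells lacking substrate for full effect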
# KOR beta-arrestin-1 – KOR antagonists, beta-arrestin recruitment, cell-based, luminescence, uHTS (AID 1778) | Kappa-type opioid receptor (Homo sapiens) | KOR beta-arrestin recruitment, luminescence, antagonist mode; higher % means a stronger effect | inhibition, % at 10 µM, or IC50 in µM where a hit was titrated | actives 0.091% (n = 290,000); note: strong numbers were not always called active
# LYP inhibition – inhibitors of LYP phosphatase, biochemical, fluorescence intensity, uHTS (AID 1779) | Tyrosine-protein phosphatase non-receptor type 22 (Homo sapiens) | recombinant LYP phosphatase, fluorescence intensity; higher % means a stronger effect | actives 0.054% (n = 290,000) | inhibition, % at 11.5 µM; hits with a dose series show IC50 in µM;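 note: plate controls were vehicle with enzyme for no effect and no enzyme for full effect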
# NOD1 inhibition – NOD1 signaling inhibitors, primary screen, cell-based, luminescence, uHTS (AID 1578); NOD1-driven NF-kB luciferase reporter cells, luminescence; higher % means a stronger effect; one-dose inhibition, % at 4 µM; EC50 in µM for titrated hits; actives 1% (n = 290,000); in the data active = inhibition mostly above about 36%, no sharp cut-off; inactive = mostly below about 34%;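 note: HEK-293T reporter cells stimulated with the NOD1 agonist gamma-tri-DAP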
# NOD2 inhibition – NOD2 signaling inhibitors, cell-based, luminescence, uHTS, HEK293 (AID 1566) | HEK293 NOD2/NF-kB luciferase reporter, luminescence; higher % means a stronger effect | one-dose inhibition, % at 4 µM; EC50 in µM for titrated hits | actives 0.63% (n = 290,000); note: many of its hits are not listed in these tables
# KOR beta-arrestin-2 – KOR agonists, beta-arrestin recruitment, primary screen, cell-based, luminescence, uHTS (AID 1777); Kappa-type opioid receptor (Homo sapiens); KOR beta-arrestin recruitment, luminescence; higher % means a stronger effect; activation, % at 10 µM, or EC50 in µM where a hit was titrated; actives 0.02% (n = 280,000); in the data active = activation above about 50%, passing the limit was not always enough; note: a part of the inactive calls stands beside numbers as strong as those of hits
# The depositor's hits bear a star; . = no result given; [ ] = dose if it differs, or a comment. Cut-off read from the data, not from the text of the source, unless noted: active = inhibition above about 50%; inactive = the rest.
entry	SMILES	NOD1 inhibition	LYP inhibition	PMI inhibition	KOR beta-arrestin-1	KOR beta-arrestin-2	TNAP activation fold	NOD2 inhibition	XIAP antagonists	PMI inhibitors
1	Cc1ccc[n+](-c2nc([O-])sc2/C=N/Nc2ccc([N+](=O)[O-])cc2)c1	3%	-2%	.	57%	-3.5%	.	8%	.	.
2	COC(CCN(C)C)(c1ccccc1)c1ccccc1	-3%	-5%	8%	15%	13%	1.1	10%	-1.9%	7%
3	Cc1cc(CNC(=O)CC2C(=O)NCCN2Cc2ccc(-c3ccccc3)cc2)nn1C (stereo not given)	-22%	-4%	23%	4%[20 µM]	.	1.2	18%	0.7%	6%
4	CCOc1ccc(OCC(=O)Nc2nccs2)cc1	39%	-16%	-10%	6%[20 µM]	-4.6%	1.1	-9%	-2.7%	-8%
5	O=C1CSC(c2ccccc2Br)N1c1ccc(Cl)cn1 (stereo not given)	-30%	3%	9%	3%	1.0%	1.2	2%	-3.9%	14%
6	CCOc1ccc(CCNC(=O)CCC(=O)N2CCOc3ccccc32)cc1OCC	-5%	-7%	.	-20%[20 µM]	-1.4%	.	9%	.	.
7	Fc1ccc2c(c1)C1OCCCC1C(c1ccccc1)N2 (stereo not given)	3%	-10%	.	-40%[20 µM]	-2.2%	.	16%	.	.
8	COc1ccc(C2CCCN2C(=O)c2cccs2)cc1 (stereo not given)	-38%	2%	-9%	-23%	5.0%	1	-21%	0.6%	-4%
9	O=C(NCc1ccccn1)C1CCC(=O)N(Cc2ccc(Cl)cc2)C1 (stereo not given)	-24%	-8%	.	-20%	-3.1%	.	0%	.	.
10	CCC(C(=O)Nc1ccncc1)c1ccccc1 (stereo not given)	3%	-4%	2%	6%	-0.9%	1	-2%	-2.5%	4%
11	Nc1nc(Nc2ccccc2F)nc(N2CCCC2)c1[N+](=O)[O-]	-2%	-6%	.	-3%	-4.3%	.	-16%	.	.
12	O=C(C1CCC1)N1CCc2cc(S(=O)(=O)NC3CCCc4ccccc43)ccc21 (stereo not given)	4%	4%	-9%	3%	4.8%	1	34%	-5.5%	-4%
13	CCn1c(CSc2nc3ccccc3s2)n[nH]c1=S	-2%	-8%	-8%	16%	2.7%	1	-14%	-4.3%	2%
14	Cc1c(-n2c(SCC(=O)NC(C)C(C)C)nc3ccccc3c2=O)c(=O)n(-c2ccccc2)n1C (stereo not given)	-23%	-5%	-5%	5%	-2.3%	1.1	14%	-3.5%	-11%
15	Cc1ccc(C)c(NC(=O)c2nc(-c3ccccc3)n(-c3ccccc3)n2)c1	-19%	-1%	16%	8%	3.0%	1.1	-7%	-5.4%	12%
16	Cc1ccc(NC(=O)CS(=O)CC(=O)Nc2cccc(C)c2C)cc1F (stereo not given)	10%	-8%	-4%	25%	-1.8%	1.1	2%	-3.3%	1%
17	Cc1cc(C)c(C)c(S(=O)(=O)N2CCN(CC(=O)Nc3ccc([N+](=O)[O-])cc3)CC2)c1C	-15%	-3%	4%	.	17%	1.1	0%	-0.6%	3%
18	O=C(Nc1ccccc1Cl)c1ccccc1Oc1ccc(C(F)(F)F)cc1[N+](=O)[O-]	13%	2%	19%	10%	8.0%	1.1	7%	-4.5%	24%
19	COc1cccc2c1OC[C@@H](CO)[C@H]2N(C)C(=O)Nc1ccc(Cl)cc1	22%	1%	18%	4%	1.1%	1.1	14%	-0.6%	16%
20	Fc1cccc(Cl)c1/C=N/n1c(-c2cccnc2)n[nH]c1=S	28%	-3%	8%	1%	-4.1%	0.8	10%	-11%	9%

# One compound at a time, from the list above. Screens in order: NOD1 inhibition	LYP inhibition	PMI inhibition	KOR beta-arrestin-1	KOR beta-arrestin-2	TNAP activation fold	NOD2 inhibition	XIAP antagonists	PMI inhibitors
# Cc1ccc(NC(=O)CS(=O)CC(=O)Nc2cccc(C)c2C)cc1F (stereo not given) across the screens: 10%	-8%	-4%	25%	-1.8%	1.1	2%	-3.3%	1%
# Cc1ccc[n+](-c2nc([O-])sc2/C=N/Nc2ccc([N+](=O)[O-])cc2)c1 across the screens: 3%	-2%	.	57%	-3.5%	.	8%	.	.

# Continuation.
entry	SMILES	NOD1 inhibition	LYP inhibition	PMI inhibition	KOR beta-arrestin-1	KOR beta-arrestin-2	TNAP activation fold	NOD2 inhibition	XIAP antagonists	PMI inhibitors
21	Cc1cc(C)n(-c2ccc(C(=O)OCC(=O)NCc3ccc(F)cc3)cc2)n1	-14%	-2%	2%	31%	-2.6%	1	-5%	-8.1%	10%
22	O=C(Nc1ccc(NC(=O)N2CCN(c3ccccc3O)CC2)cc1)N1CCN(c2ccccc2O)CC1	-27%	-2%	.	-16%	-0.9%	.	0%	.	.
23	O=S(=O)(c1cccc(-c2nc3ccccc3s2)c1)N1CCCC1	-17%	10%	15%	12%	3.2%	1.1	-14%	-2.1%	21%
24	CC1(C)CC(=O)C=C(NC2CCCCCCC2)C1	-22%	-3%	-10%	-8%	-3.7%	1.1	-10%	15%	-6%
25	CCOC(=O)C1=C(C)N=c2s/c(=C\c3cc(OC)c(OC)c(OC)c3)c(=O)n2C1/C=C/c1ccccc1 (stereo not given)	-6%	1%	11%	19%	-3.0%	1	21%	-3.9%	12%
26	COc1ccccc1NC(=O)CCNC(=O)c1ccc(C)cc1	1%	-9%	.	-15%[20 µM]	1.3%	.	17%	.	.
27	CC(C)Cc1nnc(NC(=O)CCc2ccccc2)s1	-32%	-9%	.	-10%	-7.9%	.	5%	.	.
28	Cc1cc(=O)oc(C)c1C(=O)OCC(=O)c1ccccc1	5%	-11%	6%	-15%	-0.9%	1.1	7%	-8.9%	12%
29	COc1ccc(C(=O)C2CCN(C(=O)c3ccc(C)cc3)CC2)cc1	17%	-8%	11%	7%	0.9%	1	33%	-12%	9%
30	O=C(Nc1nc(-c2ccccn2)cs1)C1CC1	-28%	-5%	20%	11%	-5.2%	1.2	-7%	-0.4%	20%
31	Cc1cc(-c2c(C)n([O-])c(C)c(C)[n+]2=O)ccc1F	-10%	-2%	-8%	1%	-9.9%	0.9	4%	-4.1%	-13%
32	CCCn1ccc(O)c(Cc2ccc(Cl)cc2)c1=O	-10%	-8%	13%	-10%[20 µM]	-0.9%	1.1	11%	1.7%	4%
33	Cc1ccnc(NC(=O)CCC(=O)N(CC(=O)NC(C)(C)C)c2ccc3c(c2)OCCO3)c1	-41%	-2%	-8%	-23%[20 µM]	-6.3%	1.1	8%	2.1%	-6%
34	Cc1ncc([N+](=O)[O-])n1CC(=O)Nc1ccc(F)cc1F	7%	-9%	.	6%	-8.4%	.	10%	.	.
35	COC(=O)C1CCN(C(=O)C(C)Oc2ccc(Cl)cc2Cl)CC1 (stereo not given)	-15%	-1%	8%	-25%	-3.5%	1.1	-1%	0.4%	13%
36	COc1ccc(Nc2oc(COc3ccc(OC)cc3)nc2C#N)cc1	20%	-4%	20%	-27%	7.3%	1.1	46%	-5.2%	12%
37	COC(=O)Nc1nnc(-c2ccc(OC)cc2)s1	-9%	-7%	.	27%	-0.1%	.	-75%	.	.
38	CCC(Sc1nnc(C)s1)C(=O)Nc1nccs1 (stereo not given)	13%	-3%	12%	-27%	-6.4%	1.1	4%	-4.6%	7%
39	COc1ccc(CNC(=O)CN(C(=O)CCC(=O)Nc2nccs2)c2ccccc2C)cc1	-26%	-3%	.	32%	0.2%	.	12%	.	.
40	COc1ccc(C(=O)N2CCCCCC2)cc1OC1CCN(C(C)C)CC1	-18%	-9%	.	-6%	2.9%	.	-8%	.	.
41	O=c1oc2ccccc2c(Nc2ccccc2)c1[N+](=O)[O-]	20%	-2%	-16%	7%	-2.2%	1	12%	-5.7%	-13%
42	Clc1cccc(Cc2ccc(Cl)nn2)c1	-22%	-5%	4%	0%	1.2%	1.1	0%	-0.5%	-4%
43	COC(=O)c1cccc(N(CC(=O)NCC2CCCO2)C(=O)CCC(=O)Nc2cc(C)on2)c1 (stereo not given)	-20%	-11%	.	-46%	2.2%	.	0%	.	.
44	Cc1cccc(NC(=S)N2CCN(C(=O)c3ccco3)CC2)c1C	-27%	-15%	.	-43%	-2.5%	.	-4%	.	.
45	CN1CCN(Cc2nc(N)nc(Nc3ccc4c(c3)OCCO4)n2)CC1	4%	4%	2%	-15%	27%	0.8	-17%	-9.0%	-8%
46	COc1ccccc1C1=NN(C(=O)c2ccccc2)C(c2ccc(Br)cc2)C1 (stereo not given)	15%	3%	.	14%	5.4%	.	-10%	.	.
47	CSc1nc2ccc(NS(=O)(=O)c3ccc([N+](=O)[O-])cc3)cc2s1	-2%	-4%	.	2%	-1.3%	.	2%	.	.
48	CC(=O)NC(Cc1c[nH]c2ccccc12)C(=O)NCc1ccco1 (stereo not given)	-8%	2%	.	-7%	-1.1%	.	18%	.	.
49	COc1ccccc1C(=O)NCCn1cc(SCC(=O)Nc2cc(C)on2)c2ccccc21	-5%	-2%	-1%	9%	0.7%	1.1	-10%	-0.6%	2%
50	CC(C)OC(=O)c1cccc2c1C(=O)c1ccccc1-2	-12%	-2%	.	-4%	7.1%	.	-28%	.	.

# Of the compounds above, these have bromine:
entry	SMILES	NOD1 inhibition	LYP inhibition	PMI inhibition	KOR beta-arrestin-1	KOR beta-arrestin-2	TNAP activation fold	NOD2 inhibition	XIAP antagonists	PMI inhibitors
5	O=C1CSC(c2ccccc2Br)N1c1ccc(Cl)cn1 (stereo not given)	-30%	3%	9%	3%	1.0%	1.2	2%	-3.9%	14%
46	COc1ccccc1C1=NN(C(=O)c2ccccc2)C(c2ccc(Br)cc2)C1 (stereo not given)	15%	3%	.	14%	5.4%	.	-10%	.	.

# Following part.
entry	SMILES	NOD1 inhibition	LYP inhibition	PMI inhibition	KOR beta-arrestin-1	KOR beta-arrestin-2	TNAP activation fold	NOD2 inhibition	XIAP antagonists	PMI inhibitors
51	CCOC(=O)CNC(=O)/C=C/c1c(Cl)cccc1Cl	-25%	-8%	-10%	9%	7.9%	1.1	-11%	-2.5%	-3%
52	O=C(CCNC(=O)c1ccccc1Cl)Nc1ccc(Br)c(C(F)(F)F)c1	1%	-7%	-1%	29%	-0.7%	1.1	21%	-3.3%	15%
53	Cc1[nH]n(-c2ccccc2)c(=O)c1/C=N/c1ccccn1	-4%	-2%	6%	3%	0.1%	1.2	-4%	-5.9%	4%
54	Cn1c(=O)c2c(nc(CN3CCc4ccccc4C3)n2CCCO)n(C)c1=O	-27%	-7%	-117%	-14%	-2.1%	1.1	-3%	1.6%	-75%
55	COc1cc(CN2CCC(C(=O)N3CCCC(C)C3)CC2)cc(Br)c1O (stereo not given)	-12%	-2%	13%	-14%	0.4%	1.1	2%	-5.7%	16%
56	COc1ccc(C(=O)NCc2cn3ccccc3n2)cc1	7%	-5%	11%	11%	-1.3%	1	8%	-1.2%	13%
57	Nc1cccc2c1C(=O)N(C(=O)/C=C/c1cccc(F)c1)C2=O	23%	2%	-18%	-26%	1.5%	1.1	14%	-6.6%	-20%
58	CCOc1ccccc1OCCOc1cccc(C(F)(F)F)c1	-8%	-1%	9%	-26%	4.8%	1.1	8%	-1.2%	12%
59	COc1ccc(S(=O)CC(=O)Nc2ccccc2Cl)cc1 (stereo not given)	-5%	1%	-6%	-13%[20 µM]	-0.5%	1.1	10%	2.4%	-12%
60	COc1ccccc1NC(=O)CSc1nnc(CNC(=O)c2cccs2)o1	-25%	-2%	.	-13%	-0.2%	.	18%	.	.
61	CCOC(=O)C1=C(Cn2ccc(C(F)(F)F)n2)NC(=O)NC1c1ccc2c(c1)OCO2 (stereo not given)	4%	-2%	15%	-8%	-0.4%	1.1	6%	-4.3%	14%

# Source: PubChem

# This is a subset. The share of hits here may be higher or lower than overall.
